# KinaseGlo FLuc: Counterscreen for Luciferase (Kinase-Glo TM) Inhibition; Luciferin 4-monooxygenase (Photuris pensylvanica), Q27757; Kinase-Glo luciferase, ATP luminescence, 8 min; Potency, µM (doses to about 38.3 µM), without a hit: at the highest dose activity change, negative = inhibition, most hits filed as inhibitors; 200,000 tested, 0.28% active; also: potency is read from the fitted curve at half-maximal effect; % is scaled to controls: 0 for no effect and ±100 for the full control effect; nearly all actives have a fitted effect of over 60% in size
#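 Substrate mix (final 50 mM imidazole pH 7.2, 50 mM KCl, 7 mM MgCl2, 10 uM ATP, 0.01% Tween 20, 0.05% BSA) plus pin-tool compound, then Kinase-Glo detection mix; 8 min ambient, luminescence read.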
# CBFb-RUNX1 inh: qHTS Assay for Compounds Blocking the Interaction Between CBF-beta and RUNX1 for the Treatment of Acute Myeloid Leukemia. 230,000 tested, under 10 active. AlphaScreen CBFb-His/RUNX1-biotin binding, biochemical. Potency, µM (top dose mostly 59.8 µM), without a hit: at the top dose activity, negative = inhibition, most hits filed as inhibitors. Runt-related transcription factor 1 (Homo sapiens) + Core-binding factor subunit beta …; also: % of control where 0% means no effect
# Target sequence (Q01196 whole entry, looked up): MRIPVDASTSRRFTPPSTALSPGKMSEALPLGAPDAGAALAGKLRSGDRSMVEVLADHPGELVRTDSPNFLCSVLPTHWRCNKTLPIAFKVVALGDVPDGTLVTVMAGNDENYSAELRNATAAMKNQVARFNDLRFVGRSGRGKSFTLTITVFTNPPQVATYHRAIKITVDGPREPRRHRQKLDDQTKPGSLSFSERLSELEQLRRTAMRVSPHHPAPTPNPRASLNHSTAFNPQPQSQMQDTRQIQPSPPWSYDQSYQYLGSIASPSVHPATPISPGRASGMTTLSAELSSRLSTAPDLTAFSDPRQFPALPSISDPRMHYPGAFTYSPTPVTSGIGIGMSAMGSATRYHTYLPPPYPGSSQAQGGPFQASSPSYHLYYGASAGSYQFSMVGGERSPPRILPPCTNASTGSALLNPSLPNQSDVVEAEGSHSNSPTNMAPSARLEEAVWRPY
# Target sequence (Q13951 whole entry, looked up): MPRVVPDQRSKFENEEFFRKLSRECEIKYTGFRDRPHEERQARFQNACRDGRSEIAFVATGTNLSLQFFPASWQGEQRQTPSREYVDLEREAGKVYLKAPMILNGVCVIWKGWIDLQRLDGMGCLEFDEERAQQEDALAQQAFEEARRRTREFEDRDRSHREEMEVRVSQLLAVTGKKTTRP
#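 Bead-based AlphaScreen assay; binding partners His-tagged CBF-beta and biotinylated RUNX1 at 30 nM each. Compound exposure 15 min after a 20-min protein preincubation; bead step 90 min; all steps at room temperature.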
# LMNA splice mod: qHTS Assay for Modulators of Lamin A Splicing; HeLa LMNA splicing GFP/RFP minigene ratio, 48 h; 200,000 tested, 0.01% active; AID 1487, 2009; Potency, µM (titrated, usually from 46.1 µM), without a hit: at the highest dose ratio change, negative = inhibition, usual class: inhibitors; active = well fitted inhibition curve with a large enough effect in the signal ratio, with a control signal flat, not every such curve was filed as active; inconclusive = small, poorly fitted or top-dose-only effect, or effect the other way, or a change in a side signal; the % refers to the signal ratio; also: potency is read from the fitted curve at half-maximal effect; % is scaled to controls: 0 for no effect and ±100 for the full control effect
#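 S3 HeLa cells stably expressing lamin A-EGFP splicing minigene plus DsRed2, 600 cells/well, 48 h compound exposure at 37C. Laser-scanning cytometry; analysed as GFP (500-530 nm)/RFP (575-640 nm) total intensity ratio; 0.5% DMSO vehicle.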
# NPSR antagonist: qHTS Assay for Antagonists of the Neuropeptide S Receptor: cAMP Signal Transduction | Potency, µM (titrated, usually from 38.3 µM), without a hit: at the top dose activity change, negative = inhibition, hits mostly inhibitors | CHO-NPSR cells, cAMP TR-FRET, antagonist mode | 220,000 tested, 1% active | Q6W5P4; also: potency is read from the fitted curve at half-maximal effect; % is scaled to controls: 0 for no effect and ±100 for the full control effect; nearly all actives have a fitted effect of over 50% in size; many of its hits are not listed in these tables
# aGal spleen mod: qHTS Assay for Inhibitors and Activators of Human alpha-Galactosidase From Spleen Homogenate | Alpha-galactosidase A (Homo sapiens), P06280 | human spleen homogenate, 4MU-alpha-Gal fluorescence, 40 min | Potency, µM (highest dose often 80 µM), for inactives: top-dose activity change, negative = inhibition, actives largely listed as inhibitors | 240,000 tested, 0.008% active;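 also: potency is read from the fitted curve at half-maximal effect; 0% = enzyme with vehicle and -100% = no enzyme basal signal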
# Target sequence (P06280 32-429 limits assumed): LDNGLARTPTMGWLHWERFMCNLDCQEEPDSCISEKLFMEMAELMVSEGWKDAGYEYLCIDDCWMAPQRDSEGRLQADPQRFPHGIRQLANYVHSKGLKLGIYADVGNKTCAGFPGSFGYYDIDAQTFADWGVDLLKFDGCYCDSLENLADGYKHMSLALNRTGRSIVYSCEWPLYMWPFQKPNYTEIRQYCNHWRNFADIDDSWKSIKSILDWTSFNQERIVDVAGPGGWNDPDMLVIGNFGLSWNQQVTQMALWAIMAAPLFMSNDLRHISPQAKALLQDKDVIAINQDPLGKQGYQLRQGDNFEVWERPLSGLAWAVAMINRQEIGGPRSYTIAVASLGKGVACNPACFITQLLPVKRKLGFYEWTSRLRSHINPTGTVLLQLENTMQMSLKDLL
#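 Human spleen homogenate (1 ug) as enzyme source, 4-methylumbelliferyl-alpha-D-galactopyranoside 1 mM final, citrate/phosphate pH 5.0 with 0.01% Tween-20. Compounds 40 min at 37C, NaOH/glycine stop; fluorescence Ex 365/Em 440, Hill-fit AC50.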
# IMPase Li inh: qHTS Assay for Identifying the Cell-Membrane Permeable IMPase Inhibitors: Potentiation with Lithium. CHO-M1 cells, IP1 TR-FRET (IP-One), carbachol + lithium. Potency, µM (highest dose often 59.4 µM), inactives show at the top dose activity, negative = IMPase inhibition, usual class: inhibitors. 210,000 tested, 0.35% active. AID 1457, 2008;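 also: IP1 builds up when IMPase is blocked and the TR-FRET signal falls; potency is read from the fitted curve at half-maximal effect; plate controls were basal vehicle for no effect and high inhibitor control for full effect; nearly all actives have a fitted effect of over 50% in size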
#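 IP1 accumulation measured by competitive TR-FRET in lysed CHO-M1 cells after 30 min compound exposure at 37C, with a small lithium addition to potentiate weak responses. Hill-equation AC50 from ratio and donor-channel data.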
# Epigenetic reg: Quantitative High-Throughput Screen for Regulators of Epigenetic Control; murine LDR cells, GFP reporter derepression, 30 h; Potency, µM (titrated, usually from 53.9 µM), for the others: at the highest dose GFP activation, actives largely listed as activators; 280,000 tested, 0.2% active; also: potency is read from the fitted curve at half-maximal effect; % of control where 0% means no effect; nearly all actives have a fitted effect of over 60% in size
#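 Murine LDR cells bearing a silenced CMV-driven GFP reporter were exposed to compound for 30 h at 37 C. After PBS washes, GFP-positive cells (20-120 um objects) counted by laser-scanning microplate cytometry.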
# * hit, by the source's call; ? = inconclusive; . = not tested or not shown; [ ] = another dose, or the depositor's remark. Unless noted, calls follow the shape of the dose curve; as a rule, active = well fitted curve in the direction sought with a large enough effect; inconclusive = small, poorly fitted or top-dose-only effect, or another doubt; inactive = no such curve, though single readings can be large; an effect the other way counts as inactive or inconclusive.
SMILES,KinaseGlo FLuc,CBFb-RUNX1 inh,LMNA splice mod,NPSR antagonist,aGal spleen mod,IMPase Li inh,Epigenetic reg
N#CC1=C(N)C(C#N)(C#N)C(c2cccnc2)C2CCCC=C12 (configuration not stated),-4%,5%,15%,-18%[46.1 µM],5%,-14%[38.3 µM],0.8%
Cc1cccc(NC(=S)N(CCN(C)C)Cc2cc3cc(C)cc(C)c3[nH]c2=O)c1,3%,-3%,0%,6%[46.1 µM],-2%,11%,0.0%
Cc1ccccc1C(CC(=O)c1cccs1)C(C#N)C#N (configuration not stated),3%,6%,?,?,-7%,5%,0.0%
CC(=O)c1cn(CCC(C)C)c(=O)[nH]c1=O,-4%,8%,-1%,-2%,1%,-6%,-1.0%
CCC(C)c1ccc(O)c(NC(=O)c2ncn[nH]2)c1 (configuration not stated),1%,4%,?,-13%[46.1 µM],-2%,19%[38.3 µM],0.0%
CN(C)C(=O)COC(=O)/C=C/c1ccccc1[N+](=O)[O-],-2%,0%,1%,-3%[46.1 µM],6%,21%[38.3 µM],-0.1%
Cn1c(OCc2ccco2)nc2c1c(=O)n(Cc1ccc(Cl)c(Cl)c1)c(=O)n2C,1%,2%,-18%,-11%[46.1 µM],9%,15%[38.3 µM],-1.6%
Cc1csc(SCCn2c(Br)nc3c2c(=O)[nH]c(=O)n3C)n1,-4%,19%,5%,-4%[46.1 µM],5%,-2%[38.3 µM],-2.2%
O=C(CCC1CCCC1)NCc1ccccn1,8%,2%,2%,-2%[46.1 µM],-4%,20%[38.3 µM],-1.4%
O=C(O)c1cccnc1Nc1ccc(Cl)cc1,1%,0%,-27%[9.22 µM],-8%,5%,-1%,-0.1%
CC(=O)Nc1cc(-c2nn(C)c(=O)c3ccccc23)ccc1N1CCOCC1,1%,4%,-12%,0%[46.1 µM],4%,14%[38.3 µM],0.3%
CCOc1ccc(/C=N/NC(=O)C2(O)c3ccccc3-c3ccccc32)cc1,3%,3%,16%,-12%[46.1 µM],6%,12%,1.0%
COc1ccc(N2CC(C)Cn3c2nc2c3c(=O)n(CCc3ccccc3)c(=O)n2C)cc1 (configuration not stated),0%,-4%,4%,-6%[46.1 µM],-6%,26%[38.3 µM],1.5%
CCn1c(-c2nonc2NC(=O)c2ccccc2)nc2ccccc21,0%,3%,14%,-6%[46.1 µM],2%,11%[38.3 µM],-1.1%
O=C(O)c1ccc(N2CCCCC2)cc1,1%,6%,0%,1%[46.1 µM],8%,3%[38.3 µM],1.2%
CC1=CC(c2ccc(Cl)cc2)n2nc(NC(=O)c3ccccc3)nc2N1 (configuration not stated),-5%,-24%,-7%,-22%[46.1 µM],3%,25%[38.3 µM],1.2%
CC1CCN(CC(=O)c2c[nH]c3ccccc23)CC1,-1%,2%,9%,1%[46.1 µM],-15%,3%[38.3 µM],-1.1%
CCc1n[nH]c(=S)n1/N=C/c1c(C)nn(-c2ccccc2)c1Cl,2%,0%,.,-25%,0%,-2%,0.9%
Cc1c(NC(=O)C2CC(c3cccc(Br)c3)=NO2)c(=O)n(-c2ccccc2)n1C (configuration not stated),1%,13%,-8%[46 µM],6%,-7%,-5%,0.1%
O=C(NNC(=O)c1ccc([N+](=O)[O-])cc1)c1ccncc1,4%,-7%,-7%,-1%,-13%,-4%,0.0%
Cc1nc(S(=O)(=O)Cc2ccccc2)nc2c1CCC2,0%,-2%,1%[46 µM],-17%,9%,-8%,-0.2%
NC(=O)N=Nc1c(O)[nH]c2ccc([N+](=O)[O-])cc12,.,2%,-6%[46 µM],32%,-7%,.,1.1%
Cc1nc2ccccc2c2nc(NC(=O)C(F)(F)F)nn12,0%,6%,?,-16%,7%,4%,-0.3%
CSCCC(NS(=O)(=O)c1ccc(Cl)cc1)C(=O)O (configuration not stated),1%,10%,5%[46 µM],8%,-3%,-4%,1.5%
Cc1cccc(NC(=S)NC(=O)c2ccco2)n1,-3%,-5%,-12%,11%,5%,14%,1.0%
O=C(O)COc1ccccc1/C=N/NC(=O)c1cc(-c2ccc(Cl)cc2)nc2ccccc12,.,-14%,.,-2%,-5%,.,0.0%
N#C/C(=C/c1ccc(F)cc1)c1nnc(NC(=O)c2ccccc2)s1,.,?,.,-37%,7%,.,1.1%
N/C(=N\OC(=O)c1ccc(Cl)cc1)c1[nH]ncc1Br,.,6%,.,-6%,-2%,.,0.1%
O=C(COc1cccc(NC(=O)c2cccc([N+](=O)[O-])c2)c1)c1ccc(F)cc1,3%,-14%,?,-8%[46.1 µM],-1%,7%,0.0%
CCOC(=O)N1CCN(C(=O)c2ccc(OC(C)=O)cc2)CC1,2%,5%,.,7%,7%,-8%,-2.1%
COc1ccc2c(c1OC)C(=O)c1ccccc1C2=O,-11%,2%,-2%,0%[46.1 µM],2%,7%[38.3 µM],-2.5%
COc1cccc(CNC(=O)CCC2CCCN(C(=O)c3csc(C(C)C)n3)C2)c1 (configuration not stated),6%,9%,.,5%,0%,15%,-1.7%
Cc1ccc(CS(=O)(=O)c2nsc(C)c2C#N)cc1,-1%,27%,-8%[46 µM],3%,-6%,8%,-6.6%
O=C(O)C1CC=CCC1C(=O)Nc1cccnc1 (configuration not stated),-2%,-2%,-2%[46 µM],7%,1%,6%,-0.1%
COc1ccc(-c2cc(C(F)(F)F)n3nc(C(=O)Nc4cc(C)on4)cc3n2)cc1OC,-4%,12%,12%,-11%[46.1 µM],-5%,9%[38.3 µM],0.0%
Cn1c(C(=O)NCc2cccnc2)cc2sccc21,1%,-3%,7%,-3%[46.1 µM],4%,17%[38.3 µM],-1.1%
CCOc1ccc2nc(N3CCCCCC3)sc2c1,-4%,0%,4%,-26%[46.1 µM],8%,13%[38.3 µM],0.0%
C/C(=C\C(=O)OCC(=O)NCc1ccccc1)C(=O)OCC(=O)NCc1ccccc1,0%,-7%,-19%,12%,-2%,-4%,1.1%
O=C(c1cccs1)N1CCN(c2ncc(Br)cn2)CC1,.,19%,.,8%[7.67 µM],0%,.,-1.4%
CCOC(=O)N1CCN(c2ncnc3nc[nH]c23)CC1,3%,11%,-10%,-11%[46.1 µM],0%,26%[38.3 µM],-0.8%
CCOC(=O)C1CCCN(Cc2c(F)cccc2Cl)C1 (configuration not stated),3%,13%,6%,-3%[46.1 µM],1%,21%[38.3 µM],0.9%
COC(=O)C/C=C/[C@@H](C)[C@@H](/C=N/O[C@H](C)c1cn([C@@H]2COC[C@H]2O)nn1)NS(=O)(=O)c1ccc(C)cc1,1%,4%,-2%,-20%,-5%,1%,0.1%
CCOc1ccccc1NC(=O)NCCC1=CCCCC1,9%,5%,?,-21%,10%,12%,9.2%
O=C1NC(=O)/C(=C/c2ccccc2OCc2ccccc2)S1,1%,-4%,-28%[46 µM],-28%,-4%,1%,-6.1%
O=C(Nc1ccccc1Cl)c1cccc(NS(=O)(=O)c2ccccc2)c1,20%,1%,-7%,-12%[46.1 µM],-5%,29%[38.3 µM],-1.0%
O=[N+]([O-])c1ccc(N2N=C(c3ccco3)CC2c2ccccc2)cc1 (configuration not stated),0%,-6%,3%,-11%[46.1 µM],-6%,21%[38.3 µM],?
CCOc1ccc(N/N=C(/C#N)C(N)=O)cc1,-5%,5%,3%,-14%[46.1 µM],-14%,1%[38.3 µM],-1.1%
CCC(=O)c1ccc(OCCn2cncn2)cc1,-1%,1%,11%,4%[46.1 µM],-5%,24%[38.3 µM],0.0%
CC1(C)CC(C(CC(=O)O)c2ccccc2)CCO1 (configuration not stated),-2%,-5%,?,-2%[46.1 µM],?,-16%[38.3 µM],-4.1%
CCc1ccc(OCCNC(=O)c2cc(SC)ccc2Cl)cc1,-1%,20%,14%,-18%[46.1 µM],-2%,3%[38.3 µM],-1.2%

# Three consecutive compounds out of the list so far:
SMILES,KinaseGlo FLuc,CBFb-RUNX1 inh,LMNA splice mod,NPSR antagonist,aGal spleen mod,IMPase Li inh,Epigenetic reg
CCC(=O)c1ccc(OCCn2cncn2)cc1,-1%,1%,11%,4%[46.1 µM],-5%,24%[38.3 µM],0.0%
CC1(C)CC(C(CC(=O)O)c2ccccc2)CCO1 (configuration not stated),-2%,-5%,?,-2%[46.1 µM],?,-16%[38.3 µM],-4.1%
CCc1ccc(OCCNC(=O)c2cc(SC)ccc2Cl)cc1,-1%,20%,14%,-18%[46.1 µM],-2%,3%[38.3 µM],-1.2%

# Two entries from above, set out differently:
# Below each compound – KinaseGlo FLuc, CBFb-RUNX1 inh, LMNA splice mod, NPSR antagonist, aGal spleen mod, IMPase Li inh, Epigenetic reg
- COC(=O)C/C=C/[C@@H](C)[C@@H](/C=N/O[C@H](C)c1cn([C@@H]2COC[C@H]2O)nn1)NS(=O)(=O)c1ccc(C)cc1
→ 1%, 4%, -2%, -20%, -5%, 1%, 0.1%
- CCOc1ccccc1NC(=O)NCCC1=CCCCC1
→ 9%, 5%, ?, -21%, 10%, 12%, 9.2%

# Going on with the list:
SMILES,KinaseGlo FLuc,CBFb-RUNX1 inh,LMNA splice mod,NPSR antagonist,aGal spleen mod,IMPase Li inh,Epigenetic reg
CCC(=O)NC(=S)NNC(=O)c1ccccc1[N+](=O)[O-],0%,-15%,-16%[46 µM],11%,7%,1%,5.3%
Oc1ccc(N2CCN(C(=S)NCc3ccccc3)CC2)cc1,3%,-12%,?,4%,3%,12%,3.4%
N/C(=N\OC(=O)CCC1CCCC1)c1ccc([N+](=O)[O-])cc1,1%,-1%,.,11%,-2%,20%,-0.4%
CN1CCC(NC(=O)Nc2cccc(C(F)(F)F)c2)CC1,-5%,4%,3%[46 µM],-9%,-25%,3%,-1.1%
CC(C)COc1ccc(C(=O)Nc2ccc([N+](=O)[O-])cc2)cc1,-1%,0%,.,3%,5%,-3%,-1.3%
CC(NC(=O)c1cccs1)C(c1cccs1)N1CCOCC1 (configuration not stated),-3%,-4%,-2%,-15%[46.1 µM],-3%,9%,0.0%
CSc1ncccc1C(=O)N1CCCC(C(=O)c2cc(F)ccc2F)C1 (configuration not stated),3%,4%,-2%[46 µM],8%,12%,13%,-0.6%
CCCOC(=O)c1ccc(NC(=O)C2C3C=CC(O3)C2C(=O)O)cc1 (configuration not stated),2%,3%,16%,-17%[46.1 µM],-2%,-5%[38.3 µM],6.1%
CC1NC(=S)N(C2CCCCC2)C1=O (configuration not stated),-2%,-6%,?,5%,0%,-1%,0.5%

# Some of the compounds tested; count on the stated rates, not on these rows.
